VEEV TC-83 Vero = inhibitors of VEEV TC-83 cytopathic effect, confirmation, Vero cells (AID 588727); Vero cells, VEEV TC-83 cytopathic effect inhibition; higher % means a stronger effect; inhibition, % at 20 µM; hits with a dose series show IC50 in µM; actives 0.13% (n = 350,000); in the data active = a potency from the dose series; inconclusive = inhibition mostly from about 14% at the one dose, without a potency; inactive = the rest, 99 in 100 with inhibition below about 12%; also: strong numbers were not always called active
Salmonella PhoP GFP = PhoP regulon inhibitors, Salmonella typhi PhoP promoter GFP reporter, confirmatory (AID 1850) | Salmonella Typhi PhoP-promoter GFP reporter, fluorescence, 4 h; higher % means a stronger effect | inhibition, % at 50 µM, or IC50 in µM where a hit was titrated | actives 0.33% (n = 310,000); in the data active = a potency from the dose series; inconclusive = inhibition mostly from about 25% at the one dose, without a potency; inactive = the rest, 99 in 100 with inhibition below about 19%;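 also: 0% = induced wells with vehicle and 100% = uninduced wells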
H37Rv inhibition = M. tuberculosis growth inhibition, HTS (AID 449762) | one-dose inhibition, % at 25 µM; IC50 in µM for titrated hits | actives 0.59% (n = 330,000) | M. tuberculosis H37Rv growth inhibition, 7H9 media; higher % means a stronger effect; in the data active = a potency from the dose series; inconclusive = inhibition above about 70% without an active follow-up result;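 also: bacterial growth assessed after seven days of incubation; strong numbers were not always called active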
* = called active by the depositor; i = inactive; ? = inconclusive; . = no result given. The list is partial; count on the stated rates, not on these rows.

Below each SMILES: VEEV TC-83 Vero | Salmonella PhoP GFP | H37Rv inhibition
> Cc1nc2nc(-c3ccc(Cl)cc3)nn2c(C)c1Cl
    . | 1% | .
> O=C1CC(c2ccc(Cl)c(Cl)c2)CC(O)=C1C=NCCN1CCNCC1 (stereo unspecified)
    . | 1% | .
> Cc1ccccc1-n1nc2c(c1NC(=O)c1cc3ccccc3oc1=O)CS(=O)(=O)C2
    . | 0% | .
> COCCN1C(=O)N[C@@H](c2ccc(Br)cc2)C(C(C)=O)=C1C
    . | -4% | .
> CN(C)[C@@H]1C(=O)C(C(=O)NCN2CCCC2)=C(O)[C@@]2(O)C(=O)C3=C(O)c4c(O)cccc4[C@@](C)(O)C3CC12 (stereo partly specified)
    . | -8% | .
> O=C(CSc1nnc(-c2cccs2)n1-c1ccccc1)N1CCN(C(=O)c2ccco2)CC1
    . | -7% | .
> CCCCCCN(C(=O)CCCCCN1C(=O)NC(c2ccc(Cl)cc2)C(C(=O)OCc2ccccc2)=C1C)C(C(=O)NCCCC)c1ccc(OCC(=O)OC)c(C(=O)OC)c1 (stereo unspecified)
    . | 1% | .
> Cc1c(Cl)c(C(=O)Nc2nc3ccccc3n2CCN2CCCCC2)nn1C
    . | . | -1%
> O=C(CSCC(=O)OCC(=O)N1CCN(C(=O)c2ccco2)CC1)Nc1ccc(Cl)cc1
    i | . | .
> O=C(COC(=O)c1cccc(Br)c1)NC1CCCCCCC1
    i | . | .
> Cc1cn([C@H]2C[C@H](O)[C@@H](CNC(=O)[C@H](N)Cc3cn(COCc4ccccc4)cn3)O2)c(=O)[nH]c1=O
    1.2% | . | .
> O=C(Nc1nc(-c2ccc3c(c2)OCCO3)cs1)c1ccc(Br)o1
    7.9% | . | .
> O=C(/C=C/c1ccccc1[N+](=O)[O-])OCC(=O)N1CCN(c2ccccc2)CC1
    i | . | .
> C[C@H](CO)N1C[C@H](C)[C@@H](CN(C)C(=O)c2cccnc2)Oc2ncc(Br)cc2C1=O
    2.2% | . | .
> COc1cc(Cl)ccc1OCc1cc(C(=O)N2CCN(C)C(=O)[C@@H]2C)no1
    i | . | .
> O=C(CNC(=O)N1CC(=O)Nc2ccccc21)Nc1ccc(Br)cc1F
    2.5% | . | .
> COCC#Cc1ccc2c(c1)O[C@@H](CN(C)C(=O)Nc1ccc(OC)cc1)[C@H](C)CN([C@H](C)CO)S2(=O)=O
    3.0% | . | .
> Cc1ccc(-c2cc3nc(C)cc(N4CCN(C(=O)c5ccoc5)CC4)n3n2)cc1
    9.6% | . | .
> COc1ccc(NC(=O)COC(=O)Cc2cccs2)cc1Cl
    1.3% | . | .
> C[C@H](O)C#Cc1ccc2c(c1)O[C@@H](CN(C)C(=O)c1ccncc1)[C@@H](C)CN([C@H](C)CO)S2(=O)=O
    0.6% | . | .
> Cc1ccc(S(=O)(=O)NCCc2nnc3ccc(N4CCOCC4)nn23)cc1
    0.7% | . | .
> CCOC(=O)C1(c2ccccc2)CCN(CCC(=O)Nc2ccc(OC)cc2)CC1
    i | . | .
> CCOC(=O)C1(Cc2ccccc2)CCCN(C(=O)COc2ccccc2OC)C1 (stereo unspecified)
    i | . | .
> O=C(Nc1ccc(Cc2ccc(NC(=O)Nc3cccnc3)cc2)cc1)Nc1cccnc1
    0.4% | . | .
> Nc1nccc2c1ncn2C1OC(CO)C(O)C1O (stereo unspecified)
    1.5% | . | .
> CC(C)N=C1CCCC1C(=S)SSC(=S)C1CCCC1=NC(C)C (stereo unspecified)
    ? | . | .
> NC(=S)NN=Cc1nccc2c(C(F)(F)F)cccc12
    24% | . | .
> CC1CCCC(C)N1C(=O)COC(=O)c1ccccc1C(=O)c1ccccc1 (stereo unspecified)
    i | . | .
> CCOC(=O)C1c2cccc(O)c2CCN1C(C)=O (stereo unspecified)
    i | . | .
> COc1cc(C(=O)NC(=S)Nc2ccc3ccccc3c2)cc(OC)c1OC
    11% | . | .

Overlap with the part before: 2 compounds; new compounds follow.
Below each SMILES: VEEV TC-83 Vero | Salmonella PhoP GFP | H37Rv inhibition
> CCOC(=O)C1c2cccc(O)c2CCN1C(C)=O (stereo unspecified)
    i | . | .
> COc1cc(C(=O)NC(=S)Nc2ccc3ccccc3c2)cc(OC)c1OC
    11% | . | .
> Cc1cc(-c2ccc(Br)cc2)n2nc(C)cc2n1
    i | . | .
> O=[N+]([O-])c1ccc2c(c1)N([O-])C1(CCCCC1)[N+]2=O
    2.8% | . | .
> COc1ccc(CSc2n[nH]c(=O)[nH]c2=O)cc1
    i | . | .
> Cc1cc(C)cc(OCC(=O)O/N=C(\N)c2cccnc2)c1
    1.9% | . | .
> N#CC(=C1NC(=O)c2ccccc21)c1nc2ccccc2n1CCO
    ? | . | .
> CCOc1ccc(NC(=S)N2CCC(C(=O)c3ccc(OC)cc3)CC2)cc1
    0.4% | . | .
> C[C@@H]1CN([C@@H](C)CO)C(=O)c2cc(C#CCN(C)C)cnc2O[C@H]1CN(C)Cc1ccc2c(c1)OCO2
    i | . | .
> O=S(=O)(Nc1ccc(NS(=O)(=O)c2ccccc2)cc1)c1ccccc1
    i | . | .
> CC1=C(C(=O)N(C)C)CC(CC(=O)NC2CCCC2)C(=O)N1CCC1=CCCCC1 (stereo unspecified)
    0.1% | . | .
> Cc1ccc([C@@H]2CC(=O)[C@@H]3CN(S(=O)(=O)c4ccccc4C)[C@H](c4ccc(Cl)cc4)C[C@@H]3N2S(=O)(=O)c2ccc(C)cc2)cc1
    i | . | .
> Cc1ccc(N2CC(C(=O)OCC(=O)Nc3c(C)cccc3C)CC2=O)cc1 (stereo unspecified)
    i | . | .
> CCCc1c(C(=O)N/N=C(\C)c2cccnc2)nnn1-c1nonc1N
    i | . | .
> CC(C)n1ncc2c(C(=O)N3CCN(Cc4cccs4)CC3)cc(C3CC3)nc21
    3.4% | . | .
> CC12CCC3C(C1)C(C(=O)O2)C(=O)OC3(C)C (stereo unspecified)
    0.6% | . | .
> c1ccc(CNc2cccnc2)cc1
    0.9% | . | .
> CCn1c2ccccc2nc2cc3c(cc21)c(Cl)c(=O)c1ccccc13
    5.3% | . | .
> COc1ccc(C(=O)NN/C=C/C(=O)c2ccc(Br)cc2)cc1
    2.5% | . | .
> CC(C)(C)OC(=O)NCc1ccc(CNC(=O)c2[nH]cnc2C(=O)Nc2ccccc2F)cc1
    9.4% | . | .
> COc1cccc(NC(=O)CSCc2nc3sc(C)c(C)c3c(=O)[nH]2)c1
    1.0% | . | .
> CC/C(=N\NC(=O)c1cc(C)oc1C)c1ccc(OC(F)F)cc1
    5.3% | . | .
> COc1ccc(S(=O)(=O)N(C)C[C@H]2Oc3ncc(Br)cc3C(=O)N([C@@H](C)CO)C[C@@H]2C)cc1
    0.3% | . | .
> CC(C)[C@H](NC(=O)c1ccco1)C(=O)Nc1ccc(N2CCCCCC2)cc1
    i | . | .
> C=CCC1(CC=C)CCCN1C(=O)C1CCC(=O)N(Cc2ccc(Cl)cc2)C1 (stereo unspecified)
    i | . | .
> O=C(CCNC(=O)c1ccc(Cl)cc1)Nc1cc(C(F)(F)F)ccc1N1CCOCC1
    i | . | .
> COCCNc1oc(/C=C/c2cccc(OC)c2)nc1S(=O)(=O)c1ccccc1
    7.1% | . | .
> Cn1c(N)c(C(=O)CN2CCN(S(=O)(=O)c3ccccc3C#N)CC2)c(=O)n(C)c1=O
    i | . | .
> O=S(=O)(c1ccccc1)N1CC2CC(Br)C(Br)CC21 (stereo unspecified)
    i | . | .
> O=C1c2ccccc2C(=O)N1C1C=CC=CC=C1
    1.2% | . | .
> COc1ccc(C(=O)N2CCOC2CNC(=O)C(=O)NCc2ccccn2)cc1 (stereo unspecified)
    2.2% | . | .
> CCCCN1C(=O)C(CC(=O)NCC2CCCCC2)CC(C(=O)N(C)C)=C1C (stereo unspecified)
    0.4% | . | .

Looked up above.
Value of `CC(C)n1ncc2c(C(=O)N3CCN(Cc4cccs4)CC3)cc(C3CC3)nc21` under VEEV TC-83 Vero: 3.4%
Value of `CC(C)(C)OC(=O)NCc1ccc(CNC(=O)c2[nH]cnc2C(=O)Nc2ccccc2F)cc1` under VEEV TC-83 Vero: 9.4%

Some of the entries so far, as labelled records:
> Cc1cc(-c2ccc(Br)cc2)n2nc(C)cc2n1
  VEEV TC-83 Vero: i | Salmonella PhoP GFP: . | H37Rv inhibition: .

> COc1cccc(NC(=O)CSCc2nc3sc(C)c(C)c3c(=O)[nH]2)c1
  VEEV TC-83 Vero: 1.0% | Salmonella PhoP GFP: . | H37Rv inhibition: .

> CC(C)(C)OC(=O)NCc1ccc(CNC(=O)c2[nH]cnc2C(=O)Nc2ccccc2F)cc1
  VEEV TC-83 Vero: 9.4% | Salmonella PhoP GFP: . | H37Rv inhibition: .

> COc1ccc(C(=O)N2CCOC2CNC(=O)C(=O)NCc2ccccn2)cc1 (stereo unspecified)
  VEEV TC-83 Vero: 2.2% | Salmonella PhoP GFP: . | H37Rv inhibition: .

Later entries
Below each SMILES: VEEV TC-83 Vero | Salmonella PhoP GFP | H37Rv inhibition
> CCn1nc(C(=O)Nc2ccc3c(c2)OCCO3)c2ccccc2c1=O
    8.1% | . | .
> COc1ccc(CNC(=O)OC23CN(C(=O)OC(C)C)N(C(=O)OC(C)C)CC2(O)CN(S(=O)(=O)c2ccc(C)cc2)C3)cc1OC (stereo unspecified)
    5.8% | . | .
> Cc1ccc([C@@H]2CC(=O)[C@@H]3CN(S(=O)(=O)c4ccc(C)cc4)[C@H](c4cccc(Cl)c4)C[C@@H]3N2S(=O)(=O)c2ccc(Cl)cc2)cc1
    0.8% | . | .
> COc1cc(C=C2CCCC(=Cc3ccc(OCC4CO4)c(OC)c3)C2=O)ccc1OCC1CO1 (stereo unspecified)
    11% | . | .
> COC(=O)[C@H]1C[C@H](OC(=O)NCc2ccccc2)[C@@]2(O)CN(S(=O)(=O)c3ccc(C)cc3)CC2[C@H]1C(=O)OC (stereo partly specified)
    3.7% | . | .
> COC(=O)c1c(NC(=O)COC(=O)CNC(=O)c2cccc(OC(F)F)c2)sc(C)c1C
    0.2% | . | .
> CN(C1CCCCC1)S(=O)(=O)c1ccc2c(c1)c(=O)c(C(=O)O)cn2C
    0.2% | . | .
> CC1CCN(C(=O)c2ncn3c2c(=O)[nH]c2cccnc23)CC1
    2.6% | . | .
> CCc1cccc(CC)c1NC(=O)C(CC)Sc1nc2ccsc2c(=O)n1CCC(=O)O (stereo unspecified)
    3.7% | . | .
> Cc1ccc(N2CC(C(=O)Nc3cc(S(=O)(=O)N4CCCCC4)ccc3C)CC2=O)cc1 (stereo unspecified)
    0.5% | . | .
> CC1(C)N=C(N)N=C(N)N1c1ccc(OCC(=O)Nc2ccccc2)c(Cl)c1
    i | . | .
> COc1ccc(NC(=O)COC(=O)C2COc3ccccc3O2)cc1 (stereo unspecified)
    i | . | .
> CCOC(=O)C1=NN2C(O)C3(C)CC(C(=O)OCC)=NN3C(O)C2(C)C1 (stereo unspecified)
    i | . | .
> COC(=O)[C@H]1C[C@@]2(O)CN(S(=O)(=O)c3ccc(C)cc3)C[C@@]2(OC(=O)Nc2c(C)noc2C)C[C@H]1C(=O)OC
    0.2% | . | .
> c1ccc(OC2CCCCC2N2CCOCC2)cc1 (stereo unspecified)
    0.5% | . | .
> CC1CCCCC1NC(=O)c1cc(Cl)nc2ccccc12 (stereo unspecified)
    0.9% | . | .
> CCCCCC(=O)N1C[C@H](O)[C@@H](n2cc(COC(=O)c3ccccc3)nn2)C[C@@H]1c1ccccc1
    i | . | .
> Cc1cc(C(=O)NNC(C)Cc2ccccc2)no1 (stereo unspecified)
    i | . | .
> COc1ccc(NC(=O)N(C)[C@H]2C[C@H]3c4[nH]c5ccc(-c6ccc(OC)cc6)cc5c4CCN3C[C@H]2[C@H](C)O)cc1
    i | . | .
> O=C(OCc1cn([C@@H]2C[C@H](c3ccc(Cl)cc3)N(C(=O)c3cccs3)C[C@H]2O)nn1)c1ccccc1
    40% | . | .
> CC1CCCCC12NC(=O)N(CC(=O)N1CCN(S(=O)(=O)c3ccc(Cl)s3)CC1)C2=O (stereo unspecified)
    1.2% | . | .
> O=S(=O)(c1ccccc1)N1CCN(CCOc2ccc(F)cc2)CC1
    4.0% | . | .
> O=C(c1ccoc1)N1CCN(c2cc(-c3ccccc3)nc3cc(-c4ccccc4)nn23)CC1
    8.7% | . | .

Compound activity deposited in PubChem by Southern Research Specialized Biocontainment Screening Center.
